High-throughput results as filed in PubChem.
LDHA block – blocks human lactate dehydrogenase A; AID 1347041; activity change, % (values are at about 110 or 230 µM); P00338; 480,000 tested, 0.15% active; purified LDHA, NADH/diaphorase-resazurin fluorescence; hits give low values; in the data active means activity change below about -30%; inconclusive means mostly about -25% to -30%;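 further: plate controls were DMSO wells for no effect and wells without enzyme for full effect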
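Resorufin fluorescence (ex540/em590), read at 0 and 20 min after diaphorase/resazurin addition, reports the NADH left after a 5 min room-temperature reaction of 2 nM human LDH5 with 0.06 mM NADH and 0.2 mM pyruvate.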
APEX1 inh – blocks human APE1 abasic DNA cleavage | recombinant APE1, TAMRA/BHQ-2 abasic DNA cleavage fluorescence | 350,000 tested, 0.35% active | Potency, µM (highest dose often 65.8 µM), for inactives: at the highest dose activity change, negative = inhibition, usual class: inhibitors | AID 2517;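 further: potency means the concentration at half of the fitted maximal effect; plate controls were vehicle for no effect and reference inhibitor for full effect; nearly all actives have a fitted effect of over 55% in size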
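Activity was derived from the fluorescence gain between first and third kinetic reads (60 s intervals, ex 525/em 598 nm) after 50 nM THF-abasic TAMRA/BHQ-2 duplex was added to 0.75 nM APE1 preincubated 15 min with compound.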
Pol kappa inh – inhibitors of human DNA polymerase kappa; Potency, µM (top dose mostly 107 µM), without a hit: top-dose activity, negative = inhibition, usual class: inhibitors; purified Pol kappa, fluorescent DNA synthesis assay, 10 min; AID 588579; 400,000 tested, 0.53% active; Q9UBT6; further: potency means the concentration at half of the fitted maximal effect; on the % scale 0 is the no-effect control and ±100 the full control effect
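Enzyme at 10 nM met test compounds for 15 min at room temperature. Substrate addition (50 nM final) began the reaction, which was monitored by fluorescence at 0 and 10 min.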
BLM inh – inhibitors of human Bloom syndrome helicase BLM; P54132; recombinant BLM DNA unwinding, fluorescence dequenching; Potency, µM (titrated, usually from 56.1 µM), inactives show at the highest dose activity change, negative = inhibition, usual class: inhibitors; 350,000 tested, 0.2% active;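 further: potency means the concentration at half of the fitted maximal effect; plate controls were vehicle for no effect and no enzyme for full effect; nearly all actives have a fitted effect of over 35% in size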
POLI inh – inhibitors of human DNA polymerase iota | Q9UNA4 | Pol iota fluorescent replication assay, 10 min | Potency, µM (series often up to 115 µM), for the others: at the top dose activity, negative = inhibition, actives largely listed as inhibitors | 390,000 tested, 1% active | AID 588590; further: potency means the concentration at half of the fitted maximal effect
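Pol iota at 10 nM preincubated 15 min with compounds at room temperature; reaction started with fluorescent substrate, 50 nM final. Fluorescence read kinetically at 0 and 10 min; buffer-only wells as negative control.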
Anesthetic bind – binds horse apoferritin like a general anesthetic; 350,000 tested, 0.074% active; AID 485281; Potency, µM (highest dose often 77.5 µM), for inactives: top-dose activity change, negative = displacement, actives largely listed as inhibitors; apoferritin/1-aminoanthracene competitive binding, fluorescence; P02791; further: potency means the concentration at half of the fitted maximal effect; on the % scale 0 is the no-effect control and ±100 the full control effect; nearly all actives have a fitted effect of over 20% in size
Target sequence (P02791 2-175 limits assumed): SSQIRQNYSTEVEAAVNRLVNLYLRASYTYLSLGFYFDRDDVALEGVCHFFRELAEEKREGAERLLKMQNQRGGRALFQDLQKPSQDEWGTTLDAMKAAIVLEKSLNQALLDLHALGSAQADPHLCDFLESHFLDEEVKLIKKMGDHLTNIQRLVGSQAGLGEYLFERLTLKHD
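Steps: apoferritin (10 uM) was premixed with half-saturated 1-AMA in PBS, compounds were pin-transferred, plates stood 10 min at room temperature, fluorescence was read at 380/535 nm, and curves were fitted with a Hill equation.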
Pol beta inh – inhibitors of human DNA polymerase beta; P06746; AID 485314; Pol beta primer extension/strand displacement, fluorescence kinetic; 340,000 tested, 1.3% active; Potency, µM (titrated, usually from 114 µM), without a hit: top-dose activity change, negative = inhibition, actives largely listed as inhibitors; further: potency means the concentration at half of the fitted maximal effect; on the % scale 0 is the no-effect control and ±100 the full control effect
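Preincubation: enzyme (10 nM) with compound, 15 min, RT. Reaction: substrate added to 50 nM final. Reads: 0 and 10 min. Analysis: normalized, Hill fit.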
Glioma ERSR ind – inducers of ER stress response in human glioma cells. Potency, µM, for inactives: top-dose activation, most hits filed as activators. 420,000 tested, 0.02% active. U87-MG GRP78 promoter luciferase reporter, 16 h; further: potency means the concentration at half of the fitted maximal effect; series mostly up to about 76 µM; % of control where 0% means no effect; nearly all actives have a fitted effect of over 35% in size
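Stably transfected U87-MG glioma cells carrying a GRP78-based luciferase sensor; 16 h compound incubation. Luminescence end-point read 10 min after Bright-Glo addition at room temperature.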
Pol eta inh – inhibitors of human DNA polymerase eta | Q9Y253 | recombinant Pol eta, fluorescent DNA replication assay | Potency, µM (series often up to 114 µM), inactives show at the top dose activity change, negative = inhibition, actives largely listed as inhibitors | 390,000 tested, 1.2% active | AID 588591; further: potency means the concentration at half of the fitted maximal effect; on the % scale 0 is the no-effect control and ±100 the full control effect
Target sequence (Q9Y253 whole entry, looked up): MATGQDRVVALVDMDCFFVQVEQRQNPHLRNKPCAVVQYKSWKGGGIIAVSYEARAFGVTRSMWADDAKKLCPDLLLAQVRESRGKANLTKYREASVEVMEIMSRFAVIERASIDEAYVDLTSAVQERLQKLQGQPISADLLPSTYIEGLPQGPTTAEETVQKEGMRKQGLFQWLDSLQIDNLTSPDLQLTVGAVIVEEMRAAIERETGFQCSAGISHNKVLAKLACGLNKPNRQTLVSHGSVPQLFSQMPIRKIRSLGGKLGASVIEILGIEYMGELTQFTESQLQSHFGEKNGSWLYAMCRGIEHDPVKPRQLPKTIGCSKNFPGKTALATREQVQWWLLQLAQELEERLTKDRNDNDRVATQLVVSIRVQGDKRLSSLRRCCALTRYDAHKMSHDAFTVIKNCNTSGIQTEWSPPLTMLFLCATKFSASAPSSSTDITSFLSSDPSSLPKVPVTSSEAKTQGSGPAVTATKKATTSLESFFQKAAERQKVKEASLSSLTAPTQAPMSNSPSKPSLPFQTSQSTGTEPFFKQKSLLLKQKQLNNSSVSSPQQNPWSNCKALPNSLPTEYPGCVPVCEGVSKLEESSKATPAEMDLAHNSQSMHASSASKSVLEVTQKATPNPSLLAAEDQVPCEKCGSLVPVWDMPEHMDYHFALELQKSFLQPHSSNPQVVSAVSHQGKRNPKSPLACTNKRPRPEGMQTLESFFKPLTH
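Pol eta at 10 nM preincubated with compounds 15 min at room temperature; reaction started with fluorescent substrate (50 nM final) and read kinetically at 0 and 10 min.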
The depositor's hits bear a star; ? = inconclusive; / = not tested or not shown; & = joins results of further samples; [ ] = remark or other dose. Unless noted, the call rests on the fitted dose curve; in most records, active means well fitted curve in the direction sought with a large enough effect; inconclusive means small, poorly fitted or top-dose-only effect, or another doubt; inactive means no such curve, though single readings can be large; an effect the other way counts as inactive or inconclusive. This is a subset; the hit share may differ from the screen's.

SMILES	LDHA block	APEX1 inh	Pol kappa inh	BLM inh	POLI inh	Anesthetic bind	Pol beta inh	Glioma ERSR ind	Pol eta inh
COc1cccc(CN2CCC(C(=O)Nc3ccc(-c4cccc(C)c4)cc3)CC2)c1O	2	8%	4%	1%	42%[activator]	?	-11%	-4%	-7%
O=C1C2CC=CCC2C(=O)N1n1cnnc1 (stereo unspecified)	-2	0%	-1%	0%	43%[activator]	-3%	2%	-3%	-11%
CCOC(=O)CC1=NN(c2ccccc2)C(=O)/C1=C\c1ccc(OC)cc1OC	2	2%	-4%	6%	46%[activator]	-13%	36%	4%	6%
O=C(NCc1cccs1)c1cc(-c2ccc(O)cc2)on1	-10	2%	-14%	2%	24%	2%	13%	3%	-16%
COc1ccc(C(=O)NC(C(=O)NCC2(N3CCCCC3)CCCCC2)C(C)C)cc1 (stereo unspecified)	-2	-30%	-4%	/	10%	/	/	1%	2%
O=C(Nc1ccncc1)c1ccc(Br)cc1	-14	17%	-3%	-3%	-5%	-2%	43%	-1%	-2%
COc1ccccc1NS(=O)(=O)c1cc(NC(=O)c2ccccc2C)ccc1N1CCOCC1	-4	/	-12%	/	-1%	/	/	-1%	-15%
CCc1nonc1NC(=O)c1oc2ccc(F)cc2c1C	-4&-6	16%	1%&1%	-1%&2%	12%&6%	-5%&-6%	14%&3%	9%	-11%
CCc1cc(CN2CCOCC2)c(NC(=O)c2ccccc2)s1	-1	-2%	-15%	-6%	119%[activator]	-3%	1%	5%	8%
O=C(NC1CCCCC1)n1c(=O)oc2cc(S(=O)(=O)N3CCCCC3)ccc21	-9	-11%	-8%	-4%	-8%[58.9 µM]	2%	3%	-1%	-5%
O=C(Nc1nnc(SCc2ccccc2)s1)c1ccco1	-4	1%	5%	-21%	7%	-20%	10%	1%	-9%
CC(=O)N1CCCN(C(=O)c2ccc3nc(Cc4cccc(Cl)c4)oc3c2)CC1	-9	3%	-2%	0%	-13%	-9%	28%	-2%	-15%
CC1CC(C)(C)CC2(C1)NC(=O)N(CC(=O)N1CCN(S(=O)(=O)c3cccs3)CC1)C2=O (stereo unspecified)	-2	2%	3%	/	49%[activator]	/	/	-3%	-22%
O=C(CC(NS(=O)(=O)c1ccc(Cl)cc1)c1ccco1)NC1CCCC1 (stereo unspecified)	-8	2%	-5%	-1%	8%	-12%	-17%	-3%	2%
NC(=O)c1ccc(-c2nnn(CC(=O)Nc3cccc(S(=O)(=O)N4CCCC4)c3)n2)cc1	-9	12%	-5%	/	-6%	/	/	0%	4%

3 entries out of the list, sorted by heavy-atom count, smallest number first:
SMILES	LDHA block	APEX1 inh	Pol kappa inh	BLM inh	POLI inh	Anesthetic bind	Pol beta inh	Glioma ERSR ind	Pol eta inh
O=C(CC(NS(=O)(=O)c1ccc(Cl)cc1)c1ccco1)NC1CCCC1 (stereo unspecified)	-8	2%	-5%	-1%	8%	-12%	-17%	-3%	2%
O=C(NC1CCCCC1)n1c(=O)oc2cc(S(=O)(=O)N3CCCCC3)ccc21	-9	-11%	-8%	-4%	-8%[58.9 µM]	2%	3%	-1%	-5%
COc1ccccc1NS(=O)(=O)c1cc(NC(=O)c2ccccc2C)ccc1N1CCOCC1	-4	/	-12%	/	-1%	/	/	-1%	-15%

Next section.
SMILES	LDHA block	APEX1 inh	Pol kappa inh	BLM inh	POLI inh	Anesthetic bind	Pol beta inh	Glioma ERSR ind	Pol eta inh
O=C(N/N=C\c1cccc(Br)c1)c1ccccc1-n1cccc1	-3	-4%	-15%	-5%	14%	-22%	-7%	-2%	-16%
Cc1nnc(Nc2ccccn2)c2ccccc12	-2	-6%	-12%	-8%	0%	-7%	24%	-1%	-7%
CCc1c(C)sc(NC(=S)N2CCN(CC)CC2)c1C(=O)OC	-5	5%	-1%	-7%	-4%	-9%	6%	-3%	-6%
CCOc1ccc(OCC)c(NC(=O)c2cnn(-c3ccc(F)cc3)c2-n2cccc2)c1	-6	/	-11%	-8%	-4%	117%[activator]	26%	-2%	-14%
CC(C)(C)[C@@H]1COC(=O)[C@@H](Cc2ccc(F)cc2)C/C=C\C[C@H](CC(=O)N(CCO)Cc2ccccc2)C(=O)N1	-1	-26%	-19%	/	6%	/	/	-4%	-15%
COc1ccccc1CN1CC(C(=O)NCc2nc3ccccc3n2C)CCC1=O (stereo unspecified)	1	10%	-13%	3%	33%[activator]	-11%	15%	-6%	-21%
COc1cccc(OCCSc2nc(N)cc(N)n2)c1	-5	-1%	-10%	-3%	13%	-6%	-1%	0%	0%
O=C(C1=C[C@H](C2CC2)C[C@H](OCCCCO)O1)N1CCN(Cc2ccccc2)CC1	-8	-8%	3%	-4%	4%	-21%	10%	0%	-3%
CCNc1c(NCC)c(=O)c1=O	-1	-1%	-6%	-1%	4%[58.9 µM]	-9%	-1%	-4%	-3%
O=C1c2ccccc2C(=O)N1CC(=O)N1c2ccccc2Sc2ccccc21	0	4%	-9%	-3%	50%[activator]	-20%	6%	-3%	-18%
Cc1cc2nc(Cl)c(Cl)nc2cc1C	-3	0%	13%	-6%	16%	-2%	0%	6%	-4%
C[C@@H]1C(c2cccc(Cl)c2)=NN(c2ccccc2)[C@H]1C(=O)N1CCOC1=O	7	-7%&-7%	?	-13%[75.6 µM]	-8%	902%[activator][110 µM]	/	-1%&3%	-15%
CC1CC(C)CN(C(=O)c2cc(-c3ccccn3)nc3ccccc23)C1 (stereo unspecified)	-5	-1%	-14%	0%	-3%	-17%	1%	-3%	-3%
CC(C)C[C@H](NC(=O)Nc1ccccc1F)C(=O)O	-1	1%	0%	0%	-6%	-3%	4%	0%	-15%
COc1ccc(N=Nc2ccc(N)nc2N)cc1	10	8%	-7%	-7%	9%	1%	-5%	-4%	-11%
Cc1ccc(-n2c(SCC(=O)NCc3cccs3)nnc2-c2ccoc2C)cc1	-3	-4%	-7%	-5%	-8%	?	0%	-3%	-19%
CN1CCN(c2oc(/C=C/c3ccc(F)cc3)nc2C#N)CC1	-10	/	-2%	2%	4%	161%[activator]	16%	/	/
CSCCCNC(=S)N1CCN(S(=O)(=O)c2cccc(C(F)(F)F)c2)CC1	0	1%	-3%	-5%	-1%	5%	16%	-2%	-11%
O=C(Nc1nnc(S(=O)(=O)N2CCOCC2)s1)c1ccc(Cl)cc1	0	37%	2%	0%	-4%	-4%	1%	-2%	-18%
COc1ccc(N2CCN(C(=O)COC(=O)CNC(=O)c3ccccc3)CC2)cc1	-2	21%	-2%	1%	0%	-7%	-1%	-3%	-5%
Cc1cc(C(=O)COC(=O)c2ccc[nH]c2=O)c(C)n1CCc1ccc(F)cc1	-3	-3%	0%	0%	98%[activator]	-20%	-1%	-1%	-15%
CCn1c(=O)n(CC)c2cc(N3CCCC3)c(NC(=O)c3ccccc3C)cc21	2	-1%	-9%	-2%	16%	-12%	-17%	4%	-10%
COC(=O)Cn1cnc2c(nnn2Cc2ccc(Cl)cc2)c1=O	-9	9%	-7%	-2%	22%	-10%	19%	-4%	-6%
Cc1ccc(-c2nc(N)sc2CC(=O)OCC(=O)NCC2CCCO2)cc1 (stereo unspecified)	-3	5%	-15%	-7%	12%	3%	4%	-3%	?
CC1=C(C(=O)OC(C)C)C(c2cccs2)C(C(=O)OC(C)C)=C(C)N1	-1	1%	-9%	-11%	108%[activator]	54%[activator]	-9%	-2%	?
CCCCCC1CC(CC/C(C)=N/NC(N)=O)C(=O)O1 (stereo unspecified)	-8	3%	-1%	-1%	139%[activator]	-1%	37%	-4%	-5%
O=C(CN(Cc1ccco1)S(=O)(=O)c1cccs1)Nc1ccccc1C(F)(F)F	-2	-8%	-6%	-5%	-7%	-19%	-10%	-3%	-14%
Cc1ccc(N(CC(O)CN2CCCCC2)S(=O)(=O)c2ccccc2[N+](=O)[O-])cc1 (stereo unspecified)	-8	4%	-3%	2%	21%	-13%	-18%	-2%	-1%
O=C1C(=O)N(CCS(=O)(=O)c2ccccc2)c2ccc(F)cc21	8	15%	1%	-7%	?	-17%	-26%	-4%	-8%
O=C1CCCCC(=O)c2ccccc2N1	-2	1%	2%	-1%	-5%	-5%	8%	-2%	-11%
O=C1OCC2=C1C(c1ccc3c(c1)OCO3)c1cc3c(cc1O2)OCO3 (stereo unspecified)	-6	/	-1%	/	25%	/	/	-3%	-2%
Cc1c(C(=O)NCc2ccccc2Br)oc2c1-c1[nH]ncc1CC2	12	/	0%	26%	34%[activator]	-11%	-28%	-2%	3%
CCN1CCN(C(=O)CCCn2c(C)c3cnn(-c4ccccc4)c(=O)c3c2C)CC1	1	-3%	-22%	-3%	11%	-2%	24%	0%	-5%
Cc1ccccc1C(=O)NC(=S)NCCC1=CCCCC1	-5	-12%	-1%	-10%	80%[activator]	2%	10%	6%	-16%
Cc1ccc(NC(=O)C(=O)Nc2ccc(C)cn2)nc1	-1	-3%	-5%	-6%	22%	-3%	5%	0%	-8%
COCCNC(=O)CN(c1cccc(OC)c1)S(=O)(=O)c1ccc(C)cc1	-14	0%	-8%	-5%	13%	-8%	15%	2%	-3%
O=c1[nH]nc(SCc2nnc(-c3ccc([N+](=O)[O-])cc3)o2)n1C1CCCCC1	-5	-1%	8%	-2%	31%[activator]	3%	18%	-2%	-15%
Cc1ccc(N2C(=O)C(CN3CCOCC3)C2c2ccccc2)cc1 (stereo unspecified)	-4	-1%	3%	-2%	44%	-10%	22%	-5%	-20%
Cc1oc(-c2ccccc2Cl)nc1CSc1nc2c(c(=O)[nH]1)CCC2	2	-3%	5%	-1%	-12%	-3%	-19%	3%	-8%
COc1ccc(NC(=O)C2CCCN(S(=O)(=O)c3cccs3)C2)cc1OC (stereo unspecified)	-5	2%	-2%[60.1 µM]	-3%	-10%	-9%	0%	-7%	-3%
O=C(CC(NC(=O)c1ccccc1)c1ccccc1)NCc1ccccc1 (stereo unspecified)	-4	-3%	-3%	/	9%	/	/	-1%	-16%
O=C(Nc1ccc(F)cc1F)c1ccc(-n2cncn2)nc1	-6	21%	2%	-2%	9%	-5%	3%	-6%	-12%
CCn1c(=O)cc(C(F)(F)F)[nH]c1=S	-10	0%	4%	2%	-23%	-1%	19%	-6%	-3%
